High-throughput results: PubChem, several laboratories
Wee1 degr inh – Wee1 degradation inhibitors, primary screen, cell-based, HeLa, Wee1K328M-luciferase, luminescence | Wee1-like protein kinase (Homo sapiens), P30291 | HeLa Luc-Wee1K328M stability; 100% = proteasome inhibitor MG132 effect | reporter increase, % at 5 µM | 220,000 tested, 1.2% active;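 active means activation above the mean of all tested compounds plus 3 SD, set per screening run, cut at about 8.8% in these data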;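 further: cells exposed to compound for 20 h before luminescence read; 0% = DMSO alone and 100% = MG132 at 30 µM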
Ba/F3 V617F tox – reduced viability of JAK2V617F-dependent Ba/F3 cells, primary screen, JAK2V617F inhibitor project, cell-based, Ba/F3 EpoR-JAK2V617F, luminescence. inhibition, % at 5.6 µM. AID 1446, 2008. 220,000 tested, 1.1% active. ATP luminescence;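 active means inhibition above the campaign mean plus 3 SD over all tested compounds, cut at about 24% in these data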;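 further: cytokine-independent growth of Ba/F3 cells driven by EpoR plus mutant JAK2; 0% = DMSO-treated cells and 100% = JAK inhibitor I control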
PERK inhibitor – block of dimerizer-induced PERK translation repression, primary screen, PERK inhibitor project, CHO PERK-DD cells, SEAP luminescence, HTS; Eukaryotic translation initiation factor 2-alpha kinase 3 (Homo sapiens), Q9NZJ5; CHO PERK-DD fusion, SEAP luminescence translation reporter; inhibition, % at 5.6 µM; 220,000 tested, 0.17% active; AID 1416, 2008;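 active means inhibition above the mean inhibition of all tested compounds plus 3 SD, set separately per screening campaign, cut at about 2.9% in these data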;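 further: PERK kinase domain activated by AP20187 dimerizer at 100 nM; 0% = DMSO with dimerizer and 100% = rapamycin at 8.4 µM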
eIF4E-4G inh – eIF4E–eIF4G protein interaction inhibitors, primary screen, biochemical, uHTS, TR-FRET, eIF4GI fragment; 220,000 tested, 0.37% active; TR-FRET eIF4E-eIF4GI(517-606) binding, 2 h; inhibition, % at 21.7 µM;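 active means inhibition above about 30%, limit read from the data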;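 further: 0% = full FRET control wells and 100% = background wells lacking eIF4GI fragment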
Target sequence (P63073 whole entry, looked up, the tested form may be a part): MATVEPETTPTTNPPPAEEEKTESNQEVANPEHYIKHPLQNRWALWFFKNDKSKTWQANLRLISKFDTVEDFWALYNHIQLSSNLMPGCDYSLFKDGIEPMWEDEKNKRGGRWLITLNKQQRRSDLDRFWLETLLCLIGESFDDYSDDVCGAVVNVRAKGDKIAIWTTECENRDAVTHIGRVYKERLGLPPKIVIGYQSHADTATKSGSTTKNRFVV
Target sequence (Q04637 whole entry, looked up, the tested form may be a part): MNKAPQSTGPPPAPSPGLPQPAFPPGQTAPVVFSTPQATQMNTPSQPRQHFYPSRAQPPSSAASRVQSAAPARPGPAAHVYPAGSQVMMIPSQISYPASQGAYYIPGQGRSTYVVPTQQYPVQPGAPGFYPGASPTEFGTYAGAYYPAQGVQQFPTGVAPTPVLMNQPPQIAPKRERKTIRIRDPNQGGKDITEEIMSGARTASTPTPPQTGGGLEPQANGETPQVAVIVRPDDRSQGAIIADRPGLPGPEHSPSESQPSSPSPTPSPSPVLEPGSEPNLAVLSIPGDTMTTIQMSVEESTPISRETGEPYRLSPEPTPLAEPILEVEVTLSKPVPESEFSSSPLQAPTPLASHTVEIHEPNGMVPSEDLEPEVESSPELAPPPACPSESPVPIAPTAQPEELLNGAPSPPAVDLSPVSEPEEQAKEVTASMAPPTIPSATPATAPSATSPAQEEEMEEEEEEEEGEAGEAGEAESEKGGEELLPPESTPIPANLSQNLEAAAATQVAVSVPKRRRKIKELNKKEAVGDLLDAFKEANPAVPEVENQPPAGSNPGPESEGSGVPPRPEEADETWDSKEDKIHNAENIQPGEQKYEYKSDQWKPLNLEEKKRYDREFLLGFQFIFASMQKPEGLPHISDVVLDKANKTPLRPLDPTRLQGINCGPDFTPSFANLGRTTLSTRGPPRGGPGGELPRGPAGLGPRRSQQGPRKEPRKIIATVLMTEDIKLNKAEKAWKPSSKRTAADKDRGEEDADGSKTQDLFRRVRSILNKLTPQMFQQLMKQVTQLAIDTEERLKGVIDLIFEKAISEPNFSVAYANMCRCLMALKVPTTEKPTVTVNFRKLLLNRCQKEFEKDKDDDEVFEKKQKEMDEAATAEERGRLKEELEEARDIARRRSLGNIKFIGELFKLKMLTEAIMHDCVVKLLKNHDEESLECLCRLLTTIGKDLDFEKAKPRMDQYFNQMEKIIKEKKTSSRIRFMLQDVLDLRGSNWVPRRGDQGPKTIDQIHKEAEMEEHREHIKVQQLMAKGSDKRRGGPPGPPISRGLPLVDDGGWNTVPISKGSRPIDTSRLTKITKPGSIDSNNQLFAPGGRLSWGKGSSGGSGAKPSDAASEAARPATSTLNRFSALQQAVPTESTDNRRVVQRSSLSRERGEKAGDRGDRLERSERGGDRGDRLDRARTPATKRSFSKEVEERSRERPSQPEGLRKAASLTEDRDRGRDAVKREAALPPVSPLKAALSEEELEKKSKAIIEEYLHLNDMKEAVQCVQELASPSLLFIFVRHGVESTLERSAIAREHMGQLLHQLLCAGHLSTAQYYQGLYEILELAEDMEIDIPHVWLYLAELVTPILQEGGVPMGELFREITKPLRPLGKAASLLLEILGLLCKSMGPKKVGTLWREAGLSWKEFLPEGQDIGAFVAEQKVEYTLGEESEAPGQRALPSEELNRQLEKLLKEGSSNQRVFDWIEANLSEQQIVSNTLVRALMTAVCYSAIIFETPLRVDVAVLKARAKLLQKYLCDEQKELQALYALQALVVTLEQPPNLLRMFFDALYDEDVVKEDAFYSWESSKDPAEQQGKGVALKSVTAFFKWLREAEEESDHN
S1P4 antag – S1P4 receptor antagonists, primary screen, cell-based; Sphingosine 1-phosphate receptor 4 (Homo sapiens), O95977; S1P4-expressing cells, antagonist mode, reporter read-out; inhibition, % at 4.98 µM; 220,000 tested, 0.26% active; in the data active means inhibition above about 29%;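 further: 0% = wells stimulated with agonist and 100% = vehicle wells without agonist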
NPY2 pot ag – NPY-Y2 potentiators or agonists, primary screen, cell-based; cells expressing NPY-Y2, potentiator/agonist read-out; Neuropeptide Y receptor type 2 (Homo sapiens), P49146; 220,000 tested, 0.45% active; activation, % at 3.6 µM; in the data active means activation above about 27%;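 further: cells stimulated with NPY near EC25 plus isoproterenol at EC100; 0% = vehicle plus submaximal agonist and 100% = vehicle plus saturating agonist; some results beyond the cut were filed as inactive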
BaF3 parental – parental Ba/F3 cell viability inhibition, counter-screen for JAK2V617F inhibitor project, murine pro-B, CellTiter-Glo luminescence; AID 1486, 2009; 220,000 tested, 1.1% active; inhibition, % at 5.6 µM; CellTiter-Glo ATP luminescence;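 active means inhibition above a per-campaign cutoff, the mean inhibition of all tested compounds plus 3 SD, cut at about 27% in these data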;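 further: 0% = DMSO wells and 100% = JAK Inhibitor I control wells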
Mdm2 ligase inh – MDM2-luciferase reporter signal enhancers, primary screen, MDM2 E3 ligase inhibitor project, cell-based, luminescence, 1536-well; E3 ubiquitin-protein ligase Mdm2 (Homo sapiens), Q00987; cell-based MDM2 ubiquitination luciferase reporter, 2 h; 0 = plate control, 100 = twice control, blank-subtracted; signal enhancement, % at 5 µM; 210,000 tested, 0.11% active; AID 1230, 2008;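 active means signal enhancement of 30% or more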;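 further: luminescence tracks abundance of the self-degrading MDM2-luciferase fusion protein; higher signal means inhibition of MDM2 E3 ligase activity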
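Assay system: stable mammalian line carrying autodegrading MDM2–luciferase fusion reporter; Input: 2000 cells in each well; Compound dosing: single-point 5 µM; Schedule: 2 h compound exposure at 37 °C; Signal: SteadyLite luciferase luminescence after 15 min room-temperature reagent incubation; Evaluation: % luminescence enhancement versus blank-corrected plate control mean; Benchmarks: plate controls and plate blanks.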
S1P4 ag – S1P4 receptor agonists, primary screen, cell-based; AID 1509, 2009; 220,000 tested, 0.35% active; S1P4-expressing cell line, agonist reporter assay; Sphingosine 1-phosphate receptor 4 (Homo sapiens), O95977; activation, % at 4.98 µM; in the data active means activation above about 11%;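 further: 0% = DMSO vehicle and 100% = reference agonist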
Numbers without * were called inactive; / = not tested or not shown; [ ] = another dose, or the depositor's remark. This is a random part of the collection; about 4.1% have a hit in one of these screens.

Assay codes – A = Wee1 degr inh; B = Ba/F3 V617F tox; C = PERK inhibitor; D = eIF4E-4G inh; E = S1P4 antag; F = NPY2 pot ag; G = BaF3 parental; H = Mdm2 ligase inh; I = S1P4 ag
> COc1ccc(S(=O)(=O)N2CCC(C(=O)Nc3nnc(CCN4CCCCC4)s3)CC2)cc1
  A: -0.4	B: 0.0	C: 0.6	D: 2.9[fluorescence artefact?]	E: 10.2	F: 12.9	G: 8.2	H: -27.2	I: -0.7
> CCn1c(SCC(=O)Nc2ccccc2OC)nnc1-c1cnccn1
  A: 3.2	B: -1.1	C: -0.7	D: -9.8	E: 1.1	F: -3.6	G: 6.2	H: -4.9	I: 0.8
> CCOc1ccc(/C=N/OC(C)C(=O)NCc2ccc3c(c2)OCO3)cc1 (stereo not drawn)
  A: -3.9	B: 2.9	C: 0.7	D: 1.8	E: -4.2	F: -14.5	G: 6.2	H: -7.5	I: -0.5
> CCN1C(=O)/C(=C/c2c(C)nn(C)c2C)SC1=S
  A: -1.7	B: 0.0	C: -1.4	D: -2.2	E: -8.0	F: 7.7	G: -1.9	H: 1.7	I: 1.6
> COc1ccc(C(=O)NC(=S)Nc2nc(C)c(C(=O)N(C)C)s2)cc1
  A: -0.8	B: -0.6	C: 0.6	D: 1.5	E: -6.8	F: -15.1	G: 0.2	H: 3.5	I: -2.4
> Cc1ccc(S(=O)(=O)c2cnc3cc(C)nn3c2N)cc1
  A: 1.0	B: -1.2	C: -0.3	D: 1.9	E: 2.9	F: 2.9	G: 3.0	H: 6.4	I: 2.2
> C=CCOc1nc2c(c(=O)n(Cc3ccc(Cl)cc3)c(=O)n2C)n1C
  A: 3.8	B: 2.3	C: 0.2	D: -4.0	E: -7.0	F: -7.5	G: 11.6	H: -11.6	I: -0.7
> COCCn1c(CNc2ccc(F)cc2)nnc1SCC(=O)Nc1ccc(OC)cc1OC
  A: 2.6	B: 1.7	C: -1.2	D: -1.2[fluorescence artefact?]	E: -10.4	F: 7.5	G: 6.1	H: -0.7	I: -1.1
> COCCn1cc(C(=O)N2CCN(C)CC2)c2c3ccccc3n(C)c2c1=O
  A: -0.1	B: 1.2	C: 0.3	D: 4.1[fluorescence artefact?]	E: 12.9	F: 3.3	G: 4.0	H: -6.4	I: -1.4
> CCCCNC(=O)CCC(=O)Nc1ccc2nc(N3CCN(C)CC3)cc(C)c2c1
  A: 3.7	B: 1.6	C: 0.3	D: 4.2	E: 1.9	F: 9.3	G: 3.6	H: -7.0	I: -1.1
> CCC(C)(C)NC(=O)C(c1cccc(OC)c1OC)N(CCC(C)C)C(=O)CCC(=O)Nc1cc(C)on1 (stereo not drawn)
  A: -0.5	B: 1.5	C: -0.4	D: 1.9	E: -0.9	F: -1.0	G: 4.6	H: -7.1	I: -0.6
> O=C1CCCN1CCCNS(=O)(=O)c1ccc(Cl)c(C(=O)N2CCOCC2)c1
  A: -2.4	B: -3.6	C: 0.5	D: -10.8	E: 11.7	F: -8.4	G: 2.0	H: /	I: -3.7
> COC(=O)CN1C(=O)C2(C(C#N)=C(N)Oc3n[nH]c(-c4cccs4)c32)c2ccccc21 (stereo not drawn)
  A: 1.3	B: -0.7	C: 1.5	D: 0.9	E: -15.4	F: -0.7	G: 4.0	H: -5.2	I: 1.8
> COc1ccc(CN(C(=O)c2cccs2)c2ccccc2)cc1
  A: 6.0	B: 1.3	C: -0.4	D: 1.3	E: 14.6	F: -2.4	G: 6.4	H: -1.4	I: 0.9
> COc1cc(C2C(C(C)=O)=C(O)C(=O)N2CCN2CCOCC2)ccc1O (stereo not drawn)
  A: -2.1	B: 1.0	C: -0.3	D: -4.2	E: -8.3	F: -7.9	G: 5.1	H: 13.3	I: 1.9

Two entries from above, set out differently.
Under each structure – Wee1 degr inh	Ba/F3 V617F tox	PERK inhibitor	eIF4E-4G inh	S1P4 antag	NPY2 pot ag	BaF3 parental	Mdm2 ligase inh	S1P4 ag
O=C1CCCN1CCCNS(=O)(=O)c1ccc(Cl)c(C(=O)N2CCOCC2)c1
 : -2.4	-3.6	0.5	-10.8	11.7	-8.4	2.0	/	-3.7
CCCCNC(=O)CCC(=O)Nc1ccc2nc(N3CCN(C)CC3)cc(C)c2c1
 : 3.7	1.6	0.3	4.2	1.9	9.3	3.6	-7.0	-1.1

Next entries.
Assay codes – A = Wee1 degr inh; B = Ba/F3 V617F tox; C = PERK inhibitor; D = eIF4E-4G inh; E = S1P4 antag; F = NPY2 pot ag; G = BaF3 parental; H = Mdm2 ligase inh; I = S1P4 ag
> CCOC(=O)C1CCN(S(=O)(=O)c2cn(C)c(=O)n(C)c2=O)CC1
  A: 0.6	B: -0.1	C: 0.5	D: 2.8	E: 4.2	F: 3.5	G: 8.0	H: -21.7	I: 0.6
> COc1ccc(NC(=O)CSc2ncn(-c3ccccc3)n2)cc1Cl
  A: -1.3	B: 1.8	C: 0.5	D: -8.1[fluorescence artefact?]	E: -20.7	F: -21.2	G: 2.4	H: -9.2	I: 1.1
> CN1CCN(C(CNS(=O)(=O)c2cccs2)c2cccnc2)CC1 (stereo not drawn)
  A: 4.1	B: -1.1	C: 1.6	D: 1.9	E: 14.4	F: -1.5	G: -4.8	H: -3.0	I: -1.7
> O=C(OCCN1C(=O)c2ccccc2C1=O)c1cc(S(=O)(=O)N2CCOCC2)ccc1F
  A: -1.9	B: -0.9	C: 1.4	D: -14.2[fluorescence artefact?]	E: -17.4	F: -9.3	G: 2.9	H: -9.9	I: 4.5
> O=C(COC(=O)c1ccc(S(=O)(=O)N2CCCC2)cc1)NCc1cccs1
  A: 2.7	B: 2.3	C: 0.4	D: 0.1	E: -7.2	F: 13.6	G: 6.8	H: 12.0	I: -2.2
> COc1ccccc1NC(=O)CSc1nnc(Cc2cccn2C)n1-c1ccc(F)cc1
  A: -1.4	B: -0.3	C: -0.7	D: -3.4	E: 5.3	F: -7.3	G: 1.6	H: -10.8	I: 2.6
> COc1ccccc1-c1cc2nc(C)c(CCC(=O)NCc3ccco3)c(C)n2n1
  A: -3.2	B: 3.6	C: -0.5	D: 3.6	E: -10.7	F: -3.1	G: 7.6	H: -8.3	I: 0.1
> O=c1cc2ncc(-n3cc([N+](=O)[O-])cn3)cn2[nH]1
  A: -2.8	B: -3.1	C: 0.6	D: -2.6	E: 18.6	F: 15.7	G: 8.5	H: -16.0	I: -0.3
> O=C(CSc1nnc(-c2cccs2)o1)NCc1ccco1
  A: -0.9	B: 1.7	C: 0.2	D: 3.0	E: -10.9	F: -8.3	G: 15.1	H: -22.9	I: 1.6
> COc1ccccc1-c1noc(CSc2nc(C)cc(=O)[nH]2)n1
  A: -3.7	B: -2.2	C: 1.0	D: 5.8	E: 13.7	F: -10.6	G: -0.3	H: 3.5	I: -1.3
> CCCCn1nc2cc(C(=O)NC[C@@H]3CCCO3)ccc2c1OCC
  A: -2.4	B: -2.0	C: 0.6	D: 3.3	E: 3.7	F: 3.4	G: -1.9	H: -1.2	I: 0.0

In the list so far, these have a halogen:
Assay codes – A = Wee1 degr inh; B = Ba/F3 V617F tox; C = PERK inhibitor; D = eIF4E-4G inh; E = S1P4 antag; F = NPY2 pot ag; G = BaF3 parental; H = Mdm2 ligase inh; I = S1P4 ag
> C=CCOc1nc2c(c(=O)n(Cc3ccc(Cl)cc3)c(=O)n2C)n1C
  A: 3.8	B: 2.3	C: 0.2	D: -4.0	E: -7.0	F: -7.5	G: 11.6	H: -11.6	I: -0.7
> COCCn1c(CNc2ccc(F)cc2)nnc1SCC(=O)Nc1ccc(OC)cc1OC
  A: 2.6	B: 1.7	C: -1.2	D: -1.2[fluorescence artefact?]	E: -10.4	F: 7.5	G: 6.1	H: -0.7	I: -1.1
> O=C1CCCN1CCCNS(=O)(=O)c1ccc(Cl)c(C(=O)N2CCOCC2)c1
  A: -2.4	B: -3.6	C: 0.5	D: -10.8	E: 11.7	F: -8.4	G: 2.0	H: /	I: -3.7
> COc1ccc(NC(=O)CSc2ncn(-c3ccccc3)n2)cc1Cl
  A: -1.3	B: 1.8	C: 0.5	D: -8.1[fluorescence artefact?]	E: -20.7	F: -21.2	G: 2.4	H: -9.2	I: 1.1
> O=C(OCCN1C(=O)c2ccccc2C1=O)c1cc(S(=O)(=O)N2CCOCC2)ccc1F
  A: -1.9	B: -0.9	C: 1.4	D: -14.2[fluorescence artefact?]	E: -17.4	F: -9.3	G: 2.9	H: -9.9	I: 4.5
> COc1ccccc1NC(=O)CSc1nnc(Cc2cccn2C)n1-c1ccc(F)cc1
  A: -1.4	B: -0.3	C: -0.7	D: -3.4	E: 5.3	F: -7.3	G: 1.6	H: -10.8	I: 2.6
